Source: PubChem BioAssay
LGR2 antag – inhibitors of bursicon-induced LGR2 CRE-luciferase signal, primary screen, cell-based, HEK293, CRE-luciferase reporter, bursicon stimulation; bursicon-stimulated, 4 h; 380,000 compounds, 0.35% hits; AID 720647, 2013; Drosophila bursicon receptor LGR2 (rickets); inhibition, % at 9.99 µM;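 active = drop in luminescence signal, shown as inhibition above about 50% in the replicate tests, limit read from the data, passing the limit was not always enough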;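 note: agonist challenge used bursicon conditioned medium at about half maximal strength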
miR122 inh – miR-122 Renilla sensor signal increase in Huh7, primary screen, miR-122 inhibitor project, cell-based, single point, plate reader. activation (reporter increase), % at 12.5 µM. Huh7 miR-122 Renilla luciferase sensor, 48 h; neutral wells = 0, positive control = 100. 340,000 compounds, 0.3% hits;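 active = mean replicate activation score at least 90 and every replicate individually at or above 90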;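 note: higher luciferase means less miR-122 activity so hits act as miR-122 inhibitors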
EWS-Fli inh – EWS/Fli-driven NR0B1 reporter inhibitors, primary screen, A673 cells, NR0B1 luciferase, luminescence, MLPCN library | AID 651661, 2012 | 350,000 compounds, 0.67% hits | viability-normalised | inhibition, % at 12.6 µM;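 active = mean inhibition of at least 50% after viability correction, with every replicate also passing that limit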;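 note: firefly luciferase signal divided by Alamar Blue viability fluorescence both relative to DMSO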
Casp6 inh – human caspase-6 inhibitors, primary screen, biochemical, VEID-R110 fluorescence, single point, set 2. P55212. purified caspase-6, Z-VEID-R110 cleavage fluorescence. inhibition, % at 12.5 µM. 350,000 compounds, 0.53% hits;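 active = mean inhibition across replicates at least about 35%, with every replicate also reaching that limit, limit read from the data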;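 note: 0% = median of neutral control wells and 100% = no fluorescence left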
Target sequence (P55212 24-179 limits assumed): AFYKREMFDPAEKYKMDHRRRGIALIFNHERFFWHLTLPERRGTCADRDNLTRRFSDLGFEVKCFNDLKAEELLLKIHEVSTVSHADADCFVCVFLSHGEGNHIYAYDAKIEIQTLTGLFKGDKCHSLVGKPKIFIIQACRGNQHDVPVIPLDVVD
Target sequence (P55212 194-293 limits assumed): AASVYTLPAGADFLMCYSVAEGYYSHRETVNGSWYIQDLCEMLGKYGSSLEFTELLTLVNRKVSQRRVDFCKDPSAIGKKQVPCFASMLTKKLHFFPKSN
FN deposition inh – inhibitors of fibronectin matrix deposition, primary screen, AH1F cells, Alexa488-fibronectin fluorescence, plate reader. AH1F fibroblasts, overnight. inhibition, % at 12.6 µM. 350,000 compounds, 0.086% hits;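 active = mean inhibition across replicates of 30% or more, regardless of how many single replicates reach that level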;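 note: positive control wells lacked labelled fibronectin entirely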
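Assay system: AH1F fibroblasts assembling fluorescent fibronectin matrix; Amount: 10000 AH1F cells per well; Buffer or medium: DMEM, 2% serum; Probe or stimulus: Alexa488-fibronectin, 24 nM final in well; Doses: single compound dose, delivered by pin transfer; Incubation: 1 h adhesion, overnight exposure; Measured by: fluorescence 485/525 nm; Read-out: fibronectin deposition inhibition.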
Cneo AK release – Cryptococcus neoformans cell lysis inducers, primary screen, AK release luminescence, single concentration; 360,000 compounds, 0.2% hits; C. neoformans lysis, adenylate kinase release luminescence, 4 h; normalised: neutral wells 0, clomiphene wells 100; lysis activity, % at 15 µM;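 active = mean lysis activity across replicates of at least 80%, whatever share of replicates individually reach that level; inactive = mean lysis activity below 80%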
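Schedule: static 4 h at 37 °C with compound, 1 h detection; system: C. neoformans cells; benchmarks: Clomiphene as positive control; buffer or medium: fresh YPD medium; measure: luminescence rise reflecting yeast cell lysis; measured by: luminescent adenylate kinase detection reagent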
PGC1a acetyl inh – inhibitors of PGC1a acetylation signal, primary screen, cell-based, U2OS, AlphaScreen, inhibitor mode; 350,000 compounds, 0.17% hits; inhibition, % at 15.6 µM; AlphaScreen anti-acetyl-lysine; with virally co-expressed GCN5 acetyltransferase; AID 651687, 2012;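 active = every replicate shows inhibition of at least 40%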;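 note: 0% = neutral control wells and 100% = positive control wells; some results beyond the cut were filed as inactive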
PAX8 reporter – inhibitors of PAX8-driven TPO luciferase reporter, primary screen, RMG-I cells, single concentration; SteadyGlo, 24 h; inhibition, % at 12.6 µM; 360,000 compounds, 1.2% hits;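 active = mean replicate inhibition at least 60% with every replicate also reaching 60%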;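 note: luciferase light reporting Pax8 driven TPO promoter activity; plate controls were median of neutral control wells for no effect and mitoxantrone controls for full effect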
* marks the source's active call; other numbers are inactive results; · = no result given; & = joins results of further samples; [ ] = remark or other dose.

SMILES	LGR2 antag	miR122 inh	EWS-Fli inh	Casp6 inh	FN deposition inh	Cneo AK release	PGC1a acetyl inh	PAX8 reporter
CN(CC(=O)Nc1ccc(Cl)cc1)C(=O)CN1C(=O)C2CCCCC2C1=O (stereo unspecified)	-5	-1	11	-3	1	1	-18	5
C/C(=N/NC(=O)CN1CCN(Cc2ccccc2Cl)CC1)c1ccco1	·	0	-9	-8	5	3	6	2
C[C@@H]1CN([C@H](C)CO)S(=O)(=O)c2ccc(C#CC3(O)CCCC3)cc2O[C@@H]1CN(C)C(=O)Cc1ccncc1	7	·	2	·	1	-2	0	-4
Cc1ccc(S(=O)(=O)Nc2ccc3c(c2)CC(=O)N([C@@H](C)CO)C[C@@H](C)[C@@H](CN(C)C(=O)Nc2ccc(C(F)(F)F)cc2)O3)cc1	2	30[16.7 µM]	15	-3	·	-19	-9	2
Cc1ccc(NCc2nnc(SCC(=O)Nc3cc(C)on3)n2C)cc1	1	-3	·	·	·	0	-15	·
CCc1nnc(NS(=O)(=O)c2ccc(N/C=C(\C=O)c3nc4cc(Cl)ccc4o3)cc2)s1	32	12	-4	32	2	3	7	32
CC1(c2ccc(Cl)cc2Cl)NC(=O)N(CC(=O)Nc2cccnc2Cl)C1=O (stereo unspecified)	19	-3	-7	8	-2	0	2	-13
CCOC(=O)Cc1csc(N/N=C\c2cccc(Br)c2)n1	0	4	13	-2	7	-4	·	1
N#Cc1ccc(CSc2ncccn2)cc1	-9	-3	-24	0	5	-1	-1	-6
O=C(NCc1ccccc1)C(c1ccc(Cl)cc1)N(C(=O)c1csnn1)C1CC1 (stereo unspecified)	-1	·	-4	·	8	3	·	4
CO[C@@H]1CN(C)C(=O)c2cc(NC(=O)Nc3cc(F)ccc3F)ccc2OC[C@@H](C)N(C(=O)c2ccccn2)C[C@H]1C	-15	·	11	·	2	-20	2	-1
O=C(Cc1ccsc1)NCC(c1ccco1)N1CCCCC1 (stereo unspecified)	·	3	·	·	-1	1	10	19
CC1(C(=O)NS(=O)(=O)c2cccc(C#N)c2)CCN1C(=O)C/C=C/c1ccccc1 (stereo unspecified)	-1	0	-11	0	1	2	11	3
Cc1ccc(CS(=O)Cc2ccc(C(=O)NCc3ccccc3Cl)o2)cc1 (stereo unspecified)	-4	·	2	-6	13	4	14	13
Cc1cccc(Cn2ccc(N)n2)c1	9	-3	-1	-1	-4	·	-5	-10

An excerpt from above in order of the miR122 inh value, lowest first:
Compound	miR122 inh
CC1(c2ccc(Cl)cc2Cl)NC(=O)N(CC(=O)Nc2cccnc2Cl)C1=O (stereo unspecified)	-3
CN(CC(=O)Nc1ccc(Cl)cc1)C(=O)CN1C(=O)C2CCCCC2C1=O (stereo unspecified)	-1
C/C(=N/NC(=O)CN1CCN(Cc2ccccc2Cl)CC1)c1ccco1	0

(next part)
SMILES	LGR2 antag	miR122 inh	EWS-Fli inh	Casp6 inh	FN deposition inh	Cneo AK release	PGC1a acetyl inh	PAX8 reporter
CCc1cc(C(=O)N(Cc2ccccc2)c2c(N)n(CCOC)c(=O)[nH]c2=O)sc1C	5	·	-7	1	3	·	·	5
COc1ccc(S(=O)(=O)Nc2cccc3c2O[C@H](CN(C)S(=O)(=O)c2ccccc2)[C@@H](C)CN([C@H](C)CO)C3=O)cc1	10&7	-3	-1&-2	-1&2	-13	-2	-4	-7&-3
CCOC(=O)c1ccc(N(CC(=O)NC2CCCCC2)C(=O)CNC(=O)c2ccco2)cc1	-6	1	-11	4	3	-3	-1	17
O=C(Cc1ccccc1)N1C[C@H]2[C@@H](c3ccccc31)[C@@H](CO)N2C(=O)Cc1ccccc1	-12	12[16.7 µM]	6	0	·	1	5	12
C=CC[N@@+]12CC[C@]34c5ccccc5N5/C=C6\C7N(/C=C(\C53)[C@@H](C[C@@H]41)/C(=C/CO)C2)c1ccccc1[C@@]71CC[N@@+]2(CC=C)C/C(=C\CO)[C@@H]6C[C@@H]12 (stereo partly specified)	18	-3	1	-9	2	-1	7	-8
Cc1ccc(S(=O)(=O)N[C@H]2CC[C@@H](CC(=O)N3CCc4ccccc4C3)O[C@H]2CO)cc1	-7	-3[16.7 µM]	-4	1	0	5	-11	17
Cc1ccc(NC(=O)CN(C)C(=O)c2cccc(S(=O)(=O)NCc3ccco3)c2)cc1	2	5	3	24	13	-1	-5	4
CC(C)(C)OC(=O)N/N=C/c1cccc([N+](=O)[O-])c1	-87	·	-99	11	-5	·	-14	-156
CCOC(=O)C(=N/O)/C(C)=N/NC(=O)C(=O)Nc1cc(Cl)ccc1Cl	·	·	7	1	-9	·	6	1
O=C(CCCn1c(=O)c2cccn2c2cccnc21)NCCc1ccc(Cl)cc1	-9	·	-3	-1	-3	-2	·	-4
NC(=O)CC(NC(=O)c1cccc(Br)c1)c1ccc(N2CCCCCC2)c([N+](=O)[O-])c1 (stereo unspecified)	·	·	15	-5	9	1	·	15
CCS(=O)(=O)N1CCC(C(=O)Oc2ccc(C)c(C)c2)CC1	·	-5	-11	3	-4	-1	6	-6
Cn1nc(C(=O)Nc2ccc3c(c2)OCCO3)c2ccccc2c1=O	-25	-3	-10	4	-4	0	-1	-108
NC(=O)CC(NC(=O)c1ccccc1)c1ccc(NC2CCCC2)c([N+](=O)[O-])c1 (stereo unspecified)	0	3	6	-1	-4	0	1	19
CN(Cc1cccs1)C(=O)Cn1cnc2cc([N+](=O)[O-])ccc2c1=O	-2	·	-1	1	1	·	-2	7
NC(=S)NN=Cc1nccc2c(C(F)(F)C(F)(F)C(F)(F)F)cccc12	12	-2	37	·	13	1	5	75*
CCNC(=O)[C@@H]1[C@@H](CO)[C@@H]2Cn3c(ccc(-c4ccccc4F)c3=O)[C@@H]2N1CC1CC1	13	-8[16.7 µM]	-2	-1	·	-3	·	11
COC(=O)C1CCCN1C(=O)C1CCCN1C(=O)CNC(=O)OCc1ccccc1 (stereo unspecified)	0	2	·	·	·	-1	-1	·
COc1ccc(N=c2oc3cc(O)ccc3cc2C(=O)Nc2ccccn2)cc1OC	32	·	17	-2	·	·	·	-10
O=C(Nc1nncs1)c1cc(-c2ccncc2)nc2ccc(Cl)cc12	1	-3	·	-4	-7	-1	-4	16
CCOC(=O)COc1c(OC)cc(Cl)cc1C1NC(=O)NC(C)=C1C(C)=O (stereo unspecified)	·	-3	·	·	2	0	9	·
COc1ccc(CCNC(=O)c2ccc(NS(=O)(=O)c3ccc4[nH]c(=O)[nH]c4c3)cc2)cc1OC	-3	·	·	3	·	-1	·	16
COc1cccc(C(C[N+](=O)[O-])c2c(C)[nH]n(-c3ccccc3)c2=O)c1 (stereo unspecified)	11	-3	6	10	3	1	7	14
Cc1c(Br)c([N+](=O)[O-])nn1CCCC(=O)Nc1c(C)n(C)n(-c2ccccc2)c1=O	-6	4	-5	3	-4	·	-9	5
CCC1=NN(C(=O)Cc2ccc([N+](=O)[O-])cc2)C(O)(C(C)(C)C)C1 (stereo unspecified)	·	·	-57	-3	4	·	·	1
CC(C)C[C@@H](NC(=O)C1CCC(CNC(=O)[C@@H]2CCCN2C(=O)OC(C)(C)C)CC1)C(=O)O (stereo partly specified)	-2	-8	-4	-3	-6	-2	-15	11
Cc1cccc(OCc2ccc(C(=O)N3CCOCC3)o2)c1	-7	-2	-20	-4	5	-1	10	-3
COc1ccc(S(=O)(=O)N(C)C[C@@H]2Oc3c(cccc3N(C)C)C(=O)N([C@@H](C)CO)C[C@H]2C)cc1	18	-1[16.7 µM]	·	1	2	2	1	7
C[C@H]1CN([C@@H](C)CO)C(=O)Cc2cc(NC(=O)Nc3ccc(F)cc3)ccc2O[C@H]1CN(C)C	-16	1[16.7 µM]	·	0	·	5	1	-5
Cc1ccc(NC(=O)N2CCN(C(=O)C3CCCO3)CC2)cc1 (stereo unspecified)	5	·	2	-1	·	2	·	-13

Five records picked at random from the list so far, as already listed:
SMILES	LGR2 antag	miR122 inh	EWS-Fli inh	Casp6 inh	FN deposition inh	Cneo AK release	PGC1a acetyl inh	PAX8 reporter
COc1ccc(CCNC(=O)c2ccc(NS(=O)(=O)c3ccc4[nH]c(=O)[nH]c4c3)cc2)cc1OC	-3	·	·	3	·	-1	·	16
O=C(Nc1nncs1)c1cc(-c2ccncc2)nc2ccc(Cl)cc12	1	-3	·	-4	-7	-1	-4	16
Cc1ccc(NC(=O)N2CCN(C(=O)C3CCCO3)CC2)cc1 (stereo unspecified)	5	·	2	-1	·	2	·	-13
Cc1cccc(OCc2ccc(C(=O)N3CCOCC3)o2)c1	-7	-2	-20	-4	5	-1	10	-3
COc1cccc(C(C[N+](=O)[O-])c2c(C)[nH]n(-c3ccccc3)c2=O)c1 (stereo unspecified)	11	-3	6	10	3	1	7	14

(more compounds)
SMILES	LGR2 antag	miR122 inh	EWS-Fli inh	Casp6 inh	FN deposition inh	Cneo AK release	PGC1a acetyl inh	PAX8 reporter
C[C@H](NC(=O)c1nc[nH]c1C(=O)N1CCc2ccccc2C1)C(=O)OCc1ccccc1	6	0	1	17	-4	0	-6	-29
COc1cc2c(cc1NC(=S)NC(=O)c1c(OC)cccc1OC)oc1ccccc12	29	·	3	-2	-4	·	·	-5
O=C(c1cc(C2CC2)on1)N1CCCC(N2CCN(c3ccc(F)cc3)CC2)C1 (stereo unspecified)	-9	-6	8	·	-18	0	4	-1
COc1ccc(C(C(=O)NC2CCCC2)N2CCc3ccccc32)cc1 (stereo unspecified)	-25	2	20	-2	-2	-3	10	26
COC(C[C@H]1O[C@@H]1[C@@H](O)COCc1ccccc1)OC	-9	·	2	1	-8	-3	·	-6
COc1ccc(C)cc1NC(=O)C(Sc1nnnn1C)c1ccccc1 (stereo unspecified)	-2	-4	-3	2	-1	1	1	18
COc1ccc(S(=O)(=O)N(C)C[C@@H]2Oc3ccc(N(C)C)cc3C(=O)N([C@@H](C)CO)C[C@@H]2C)cc1	12	-2[16.7 µM]	2	-7	·	-8	1	4
O=C([C@@H]1[C@@H](CO)[C@@H]2Cn3c(cccc3=O)[C@@H]2N1C(=O)CC1CC1)N1CCCCC1	2	-3[16.7 µM]	4	3	·	-1	-1	1
C=C(CN(C)C)C(=O)c1ccc(OC2OC(COC(C)=O)C(OC(C)=O)C(OC(C)=O)C2OC(C)=O)cc1 (stereo unspecified)	-11	-1	40	-4	8	·	-3	83*
COc1ccccc1NC(=O)CN1CCN(c2ccccc2OC)CC1	-13	·	7	0	-11	·	3	9
COc1ccccc1C1CCN(c2ccc(CO)cc2[N+](=O)[O-])CC1	-5	-1	-10	2	-11	-2	-1	-20
COC(=O)c1cc(S(=O)(=O)NCc2ccc(Br)cc2)c[nH]1	7	-6	4	-4	-10	-1	-1	12
CN1c2ccc(-c3ccc(C#N)cc3)cc2[C@@H]2[C@@H](CCN2C(=O)CN2CCOCC2)[C@H]1CO	6	-14[16.7 µM]	-14	·	-23	-27	-6	-18
CCOC(=O)C1(Cc2ccccc2C(F)(F)F)CCN(C(C)CCn2cccn2)CC1 (stereo unspecified)	28	4	17	2	-18	·	-13	15
COc1ccc(NS(=O)(=O)c2cccc(C(=O)NCc3ccccc3CN3CCCC3)c2)cc1	-3	64	12	-12	-5	0	-9	22
O=C(NCCO)c1ccc(-c2cnc3cccnn23)cc1	3	-17	-5	1	·	-1	·	-44
